# Assay outcomes: PubChem BioAssay, Fisher Drug Discovery Resource Center
# hcGAS lum – human cGAS inhibition. AID 1259398. 290,000 tested, 0.081% active. inhibition, % at 12.5 µM. recombinant h-cGAS, ATP depletion, Kinase-Glo luminescence;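 also: 0% = vehicle reaction and 100% = reaction without DNA for no activity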
# Target sequence (Q8N884 whole entry, looked up): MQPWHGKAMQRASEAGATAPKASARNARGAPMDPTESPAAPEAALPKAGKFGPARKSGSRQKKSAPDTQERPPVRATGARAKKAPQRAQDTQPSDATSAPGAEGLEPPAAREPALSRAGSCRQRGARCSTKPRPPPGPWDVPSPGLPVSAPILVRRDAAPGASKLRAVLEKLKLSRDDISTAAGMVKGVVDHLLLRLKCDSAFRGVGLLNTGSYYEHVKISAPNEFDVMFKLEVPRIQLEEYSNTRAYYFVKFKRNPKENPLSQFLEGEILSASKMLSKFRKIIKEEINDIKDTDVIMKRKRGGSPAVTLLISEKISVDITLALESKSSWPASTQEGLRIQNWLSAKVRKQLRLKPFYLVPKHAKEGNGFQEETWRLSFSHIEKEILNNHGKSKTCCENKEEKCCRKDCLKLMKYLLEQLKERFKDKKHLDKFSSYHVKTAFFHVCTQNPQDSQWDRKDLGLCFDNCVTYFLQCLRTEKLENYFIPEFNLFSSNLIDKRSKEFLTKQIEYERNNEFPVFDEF
# NPYLR7 ag – mosquito NPYLR7 agonism | 270,000 tested, 0.15% active | HEK293T NPYLR7/Galpha15, GCaMP6s calcium fluorescence | AID 1259423 | activation, % at 10 µM; in the data active = activation above about 40%;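 also: 0% = vehicle and 100% = reference agonist at the receptor; some compounds past the cut are filed as inactive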
# mcGAS lum – mouse cGAS inhibition by luminescence; recombinant cGAS, Kinase-Glo ATP depletion luminescence; 160,000 tested, 0.15% active; Q8C6L5; AID 1259399; inhibition, % at 12.5 µM;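 also: 0% = negative control wells and 100% = reference inhibitor with no enzyme activity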
# Starred values were filed as active, the others as inactive; · = no result given; & = joins results of further samples. Rule as the data show it, unless noted: active = inhibition above about 40%; inactive = the rest.
# Values run as follows: hcGAS lum	NPYLR7 ag	mcGAS lum
O=C(CN1CCCCCCC1=O)NCc1ccc(N2CCSCC2)cc1
    -4	0	-7
O=C(CN1C(=O)CCC1=O)Nc1nnc(-c2ccncc2)o1
    0	-1	-3
Cc1ccc2nc(C(=O)N3CCC(O)(CO)CC3)c(F)n2c1
    0	3	-2
CC(C)c1ccc(CN(CCN2CCOCC2)Cc2nc(C(=O)N3CCCCC3)co2)cc1
    1	6	-5
C[C@@H](C(=O)OCC(N)=O)N1C(=O)C2CC=CCC2C1=O (stereo partly drawn)
    5	4	·
CC(c1cc(F)ccc1F)N(C)CC(=O)N1CCc2ccccc21 (stereo not drawn)
    -3	0	·
CC(C)[C@H]1CN(C(=O)c2ccn(C(C)(C)C)c2)C[C@@H]1NS(C)(=O)=O
    2	·	-3
Cc1nc(NC(=O)NC2CCN(C3CCOC3)CC2)sc1C (stereo not drawn)
    -2	0	·
CCN(CC)C(=O)c1cn(C2CCN(c3ccc(Cl)cn3)CC2)nn1
    -6	3	-12
Cc1ccc(-c2cc(CC#N)no2)cc1
    -5	0	·
CC(C)=CCC/C(C)=C/CO
    -4	·	-5
CCOC(=O)c1ccccc1NC(=O)Cn1cc(OC)c(=O)cc1CSc1ncccn1
    -3	-4	-6
COc1cc(/C=C2\C(=O)N(c3ccccc3)N=C2C)cc(Br)c1O
    -8	-6	-1
CCOC(=O)CNc1c(-c2cccc(OS(=O)(=O)c3ccc(OC)cc3)c2)nc2ccc(Cl)cn12
    -3	-3	-5
CC(=O)N1N=C(c2c(-c3ccccc3)c3cc(Cl)ccc3[nH]c2=O)CC1c1ccco1 (stereo not drawn)
    -2	-2	-9
Cc1cc(-c2cc(NCCO)nc3[nH]ccc23)nc(N2CCCCC2)n1
    2	-4	·
Cc1ccc(Cl)cc1NC(=O)C1CCS(=O)(=O)C1 (stereo not drawn)
    -7	0	-6
COC(=O)/C=C/C(=O)OC
    -1	-5	·
CCCS(=O)(=O)N1CCN(C2CCN(C(=O)OCC)CC2)CC1
    -10	·	-5
Cc1ccccc1CSc1nc(Oc2cccc(Cl)c2)cc(C(F)(F)F)n1
    -4	1	-4
COc1ccccc1C(C1Sc2nc(C)nn2C1=O)N1CCC(C(N)=O)CC1 (stereo not drawn)
    -7	-5	-9
Cc1ccc2c(c1)C(=O)N(C(C)C(=O)C(C#N)c1ccccn1)C2=O (stereo not drawn)
    -6	-5	·
COc1ccccc1CNC(=O)CN1CCC(CO)CC1
    2	4	-17
CCc1[nH]n(-c2ccccc2)c(=O)c1C1=C([n+]2ccccc2)C(=O)N(Cc2ccccc2)C1=O
    -6	-3	-6
CCc1ccc(S(=O)(=O)c2cn(C)c3ccc(C)cc3c2=O)cc1
    -3	-7	-6
CNC(=O)[C@H]1O[C@@H](n2cnc3c(NCc4ccc(N)cc4)ncnc32)C(O)[C@H]1O (stereo partly drawn)
    -1	6	-3
CCCCn1c(N2CCNCC2)nc2c1c(=O)[nH]c(=O)n2C
    -4	0	·
CC(=O)NC(CC(C)C)C(=O)N1CCN(Cc2cccc(-c3noc(-c4cccc(Cl)c4)n3)c2)CC1 (stereo not drawn)
    -6	16	-8
O=c1[nH]c2cc3c(cc2cc1CN1CCC(F)(F)C1)CCC3
    -7	8	·
CC1CCN(C(=O)COC(=O)c2c(NC(=O)c3ccco3)sc3c2CCC3)CC1
    -2	1	-3

# Arranged by SMILES length (low to high): three of the compounds above
# Values run as follows: hcGAS lum	NPYLR7 ag	mcGAS lum
Cc1ccc2c(c1)C(=O)N(C(C)C(=O)C(C#N)c1ccccn1)C2=O (stereo not drawn)
    -6	-5	·
CNC(=O)[C@H]1O[C@@H](n2cnc3c(NCc4ccc(N)cc4)ncnc32)C(O)[C@H]1O (stereo partly drawn)
    -1	6	-3
CCc1[nH]n(-c2ccccc2)c(=O)c1C1=C([n+]2ccccc2)C(=O)N(Cc2ccccc2)C1=O
    -6	-3	-6

# Next section
# Values run as follows: hcGAS lum	NPYLR7 ag	mcGAS lum
CC(C)OC(=O)N1CCC(Nc2cncc(Cl)n2)CC1
    -10	6	·
CCc1ccc(C(=O)Nc2ccc(Cn3ccnc3C)cc2)o1
    -6	16	·
O=C(c1cc(-c2ccc(F)cc2)nc2cc(-c3ccccc3)nn12)N1CCN(Cc2ccccc2)CC1
    -11&-8	-8&6	-9&-5
Cc1ccc(-n2nnnc2Sc2ccc(C#N)cn2)cc1C
    -8	0	·
CN(C(=O)c1ccc(N2CC=CC2)cc1)c1ccc(F)c(F)c1
    -4	-2	·
COC(=O)c1ccsc1NC(=O)CC1SC(N2CCOCC2)=NC1=O (stereo not drawn)
    -9	-1	-8
Cc1noc(C)c1S(=O)(=O)NC(=O)/C=C/c1cccc(C#N)c1
    -9	2	·
CCN(CC)C(=O)Cc1ccc(NS(=O)(=O)c2cccs2)cc1
    -5	-2	·
NC[C@H]1O[C@H](O[C@H]2C(O[C@@H]3O[C@H](CO)[C@@H](O)[C@H]3O)[C@@H](O)[C@H](N)C[C@@H]2N)[C@H](N)[C@@H](O)[C@@H]1O (stereo partly drawn)
    -1&2	-2&-2	·
S=c1[nH]nc(C2C3CCCCC32)n1Cc1ccc(Cl)cc1 (stereo not drawn)
    -4	-11	-5
O=C(Cn1cc2c(n1)CCCC2)Nc1c(F)c(F)c(F)c(F)c1F
    -8	0	-2
COc1cc(C(=O)N2CCC3(CC2)NCCNC3=O)c2ccccc2n1
    -3	11	·
CCSC1CCCCN(c2nc(C3CC3)no2)C1 (stereo not drawn)
    -9	2	·
CN(C)S(=O)(=O)c1ccc(C(=O)N2CCN=C2SCc2cccc(C(F)(F)F)c2)cc1
    -12	1	·
CCN(c1ccccc1)S(=O)(=O)c1ccc(OC)c(NC(=O)C2CC(=O)N(C3CC3)C2)c1 (stereo not drawn)
    -5	2	-5
O=C1CCC(=O)N1CN1CCN(CN2C(=O)CCC2=O)CC1
    12	5	·
COc1ccccc1NC(=O)N(Cc1cccc(F)c1)CC1CC(c2ccc(OC)c(OC)c2)=NO1 (stereo not drawn)
    -4	19	-6
O=S(=O)(Nc1ccc(OCC(F)(F)F)nc1)c1ccc2c(c1)OCCO2
    -14	10	·
CC1C(=O)N(CN2CCCN(Cc3ccc(C#N)cc3)CC2)C(=O)N1c1ccccc1 (stereo not drawn)
    0	10	·
CN(C)C(=O)C1CCN(Cc2cc(F)cc3c2OC(c2ccsc2)OC3)CC1 (stereo not drawn)
    -9	4	·
Cc1cc(-c2nnc(NC(=O)c3ccnn3C)o2)n(C)n1
    -4	·	-6
CCCCc1ccc(S(=O)(=O)Nc2ccccc2C(=O)NCc2ccc3c(c2)OCO3)cc1
    -5	-2	-7
CCCC(=O)C1=C(c2cccc([N+](=O)[O-])c2)N(C(=O)CCC)n2c(C)nnc2S1
    -7	10	·
CCCNC(=O)C1(C)CCCN(Cc2ccc(OC(C)=O)cc2)C1 (stereo not drawn)
    0	10	-2
CC(C)N(CC(=O)N(CCc1c[nH]c2ccccc12)Cc1ccc(C(F)(F)F)cc1)C(=O)COCc1ccccc1
    -3	12	-6
Oc1ccc2[nH]cc(CCNC(c3ccccc3)(c3ccccc3)c3ccccc3)c2c1
    14	16	0
CCS(=O)(=O)C(=S=O)c1c(C)cc(C)cc1C
    -1	-8	·
Cn1ccnc1Sc1ccc(NC(=O)C2CC(c3ccc(Cl)s3)=NO2)cc1 (stereo not drawn)
    0	2	·
O=C(Nc1ccc(N2CCc3ccccc3C2)c(C(=O)NCC2CCCO2)c1)c1ccc(Br)cc1 (stereo not drawn)
    -4	16	-7
COC(=O)c1ccc(Cn2cnc3c(nnn3-c3cc(C)cc(C)c3)c2=O)o1
    1	-6	-2
CCCCN(C(=O)c1csc(-c2ccc(Cl)s2)n1)C1CCS(=O)(=O)C1 (stereo not drawn)
    -1	-2	·
Cc1cccc2sc(N(CCN3CCOCC3)C(=O)c3nc4ccccc4s3)nc12
    -9	12	·
Cc1cc(O)c2c(c1O)C(=O)c1c(O)cc(C)c(O)c1C2=O
    0	·	2
O=C(Nc1cccc(-c2nc3cccnc3s2)c1)c1cc(Cl)ccc1[N+](=O)[O-]
    0	-1	-1
COc1cccc(Oc2c(CN(CC(O)COCC(C)C)CC3CCCO3)c(-c3ccccc3)nn2C)c1 (stereo not drawn)
    -4	8	-5
CCCCCc1ccc(C(=O)N2CCN(c3nc4cc(Cl)c(Cl)cc4nc3C(=O)OCC)CC2)cc1
    -5	·	-7
N#CCCN(CCC#N)c1nc2ccc([N+](=O)[O-])cc2s1
    -7	-8	·
O=C1CCc2cc(NS(=O)(=O)c3ccc([N+](=O)[O-])cc3)cc3c2N1CC3
    4	7	·
C[C@@H]1CN(C2CCN(C(=O)CC3=CSC4=NCCN34)CC2)C[C@H](C)O1
    3	·	0
O=C(OCCc1ccc(F)cc1)N1CCC(n2c(=O)[nH]c3ccccc32)CC1
    -10	-7	0
O=C(Cc1csc(N2CCCC2=O)n1)Nc1cccc(Cl)c1
    -4	14	·
O=C(c1ccc([N+](=O)[O-])cc1)N1CCCN(c2cc(Oc3ccc(F)c(Cl)c3)ncn2)CC1
    -9	7	-3
O=C(NCc1ccccn1)c1ccc(CSc2nc(N3CCCC3)cc(C(F)(F)F)n2)cc1
    -5	4	-9
O=C1CC(C(=O)Nc2ccc(F)c(Cl)c2)N=C(N2CCOCC2)N1 (stereo not drawn)
    0	2	-5
Cc1nnnn1-c1ccc(CC(=O)NC(C)C2=CCCCC2)cc1 (stereo not drawn)
    -8	-4	·
COc1cc(/C=C/C(=O)Oc2coc(CSc3nccc(C)n3)cc2=O)cc(OC)c1OC
    -5	-13	-5
CC(C)(C)c1cc2nc(-c3ccccc3F)cc(C(=O)N3CCC(Cc4ccccc4)CC3)n2n1
    8	-10	4
O=C(Nn1cnc2c(cnn2-c2ccc(F)cc2)c1=O)c1ccc(C(F)(F)F)cc1
    -7	5	·
CCCCc1ccc(-c2ccc(-n3cncc3C(=O)NCc3cccc(Cl)c3Cl)cc2)cc1
    -2	13	-7
COC(=O)C1CCN(S(=O)(=O)c2c(F)cc(F)cc2Br)CC1
    -8	88*	·

# Additional structures
# Values run as follows: hcGAS lum	NPYLR7 ag	mcGAS lum
O=C(C1=C(O)C(=O)N(Cc2cccnc2)C1c1ccc(F)cc1)c1ccco1 (stereo not drawn)
    -4	4	-5
COc1cccc(-n2nnc3c(N4CCN(C(=O)c5ccc(Br)o5)CC4)ncnc32)c1
    -6	-11	-8
CC(C(O)c1ccccc1)N(C)C(=O)c1ccccc1 (stereo not drawn)
    -7	-4	-8
COC(=O)c1cc(C(=O)OC)cc(S(=O)(=O)N2CCCC2c2nc3ccccc3s2)c1 (stereo not drawn)
    13	-18	·
COc1ccc(C(=O)Nc2sc3c(c2C(N)=O)CCCC3)cc1OC
    -6	3	-9
N#Cc1cccc(S(=O)(=O)N2CCN(C(c3ccccc3)c3ccc(Br)cc3)CC2)c1 (stereo not drawn)
    -4	35	-8
FC(F)(F)c1ccc(-c2nc(CSc3nc4ccccc4o3)cs2)cc1
    4	6	2
CCc1cnc(NC(=O)C2CCNC(=O)C2)s1 (stereo not drawn)
    -12	7	-14
CCCNC(=O)C(C)NC(=O)Cc1cccc(OC)c1 (stereo not drawn)
    -4	2	-12
CC(=O)N1CCc2cc(S(=O)(=O)Nc3ccc(F)c(Cl)c3)ccc21
    -8	1	·
O=C1NC(=S)N/C1=C/c1c(Cl)cccc1Cl
    -2	-11	4
Cc1cnc(CNC(=O)C2[C@H]3CN(CC4CCOC(C)(C)C4)C[C@@H]23)cn1 (stereo partly drawn)
    -11	·	-4
Cc1ccc(O)c(S(=O)(=O)NNC(=O)C23CC4CC(CC(C4)C2)C3)c1
    -2	7	·
COc1cccc(C(=O)N2C(C(=O)O)COC23CCN(C(=O)c2cccs2)CC3)c1 (stereo not drawn)
    -6	11	-5
C=CCn1c(=S)[nH]c2c(oc3ccccc32)c1=O
    -2	8	·
O=C(Cn1cnnn1)NC(c1ccc(Cl)cc1)C1CC1 (stereo not drawn)
    -3	-20	·
CC(C)c1ccc(CC(=O)N2CCC2(C)C(=O)Nc2ccc3[nH]ncc3c2)cc1 (stereo not drawn)
    -5	2	·
COc1ccc(/C=C\C(=O)Nc2cc(-c3cccs3)nn2-c2nc(C)cc(=O)[nH]2)cc1OC
    -9	2	·
CC(Oc1ccccc1C(F)(F)F)C(=O)n1ncc(C#N)c1N (stereo not drawn)
    2&-4	1&4	-8
CC(C(=O)NCC(F)(F)F)N(c1ccccc1)S(=O)(=O)c1ccc(F)cc1 (stereo not drawn)
    -1	7	·
O=S(=O)(NC1c2cccc3cccc(c23)C1Sc1ncccn1)c1ccc(Cl)cc1 (stereo not drawn)
    -5	8	-3
CCc1nc2n(n1)C(=O)C(C(c1ccccc1Cl)N1CCCCC1)S2 (stereo not drawn)
    -7	-1	-8
CC1=CC[C@@H]2CN(C(=O)c3nc(=O)[nH]c4ccccc34)C[C@@H]2C1
    -8	7	-13

# Part of the list above in a different format.
structure | hcGAS lum | NPYLR7 ag | mcGAS lum
C=CCn1c(=S)[nH]c2c(oc3ccccc32)c1=O | -2 | 8 | ·
O=C(Cn1cnnn1)NC(c1ccc(Cl)cc1)C1CC1 (stereo not drawn) | -3 | -20 | ·
CC(C)c1ccc(CC(=O)N2CCC2(C)C(=O)Nc2ccc3[nH]ncc3c2)cc1 (stereo not drawn) | -5 | 2 | ·
COc1ccc(/C=C\C(=O)Nc2cc(-c3cccs3)nn2-c2nc(C)cc(=O)[nH]2)cc1OC | -9 | 2 | ·
CC(Oc1ccccc1C(F)(F)F)C(=O)n1ncc(C#N)c1N (stereo not drawn) | 2&-4 | 1&4 | -8
CC(C(=O)NCC(F)(F)F)N(c1ccccc1)S(=O)(=O)c1ccc(F)cc1 (stereo not drawn) | -1 | 7 | ·
O=S(=O)(NC1c2cccc3cccc(c23)C1Sc1ncccn1)c1ccc(Cl)cc1 (stereo not drawn) | -5 | 8 | -3
